CCT chaperon mod – cytosolic chaperonin activity modulation; AID 651819; activity change, % (no concentration beside the values), hits read low; 0.3% of 360,000 active; purified chaperonin ATPase assay, HTRF ADP detection, 30 min; in the data active = activity change below about -30%; note: % is set by controls: 0 for no effect and ±100 for the full control effect
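TRiC (40 or 20 nM final, by batch activity) in 30 mM Tris pH 7.4, 100 mM KCl, 5 mM MgCl2, 1 mM DTT was treated with compound at 76 uM single dose, then 10 uM ATP, 30 min at 37 °C. ADP was read by HTRF Transcreener.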
EPAC2 ag – agonists of human EPAC2 (RAPGEF4). Q8WZA2. EPAC2 activation, biochemical qHTS; response scale: 100% = 6.5 mM cAMP response. Potency, µM (series often up to 154 µM), for the others: at the top dose activation, hits mostly activators. 0.079% of 360,000 active; note: potency is the fitted concentration of half-maximal effect; nearly all actives have a fitted effect of over 50% in size
Target sequence (Q8WZA2 whole entry, looked up): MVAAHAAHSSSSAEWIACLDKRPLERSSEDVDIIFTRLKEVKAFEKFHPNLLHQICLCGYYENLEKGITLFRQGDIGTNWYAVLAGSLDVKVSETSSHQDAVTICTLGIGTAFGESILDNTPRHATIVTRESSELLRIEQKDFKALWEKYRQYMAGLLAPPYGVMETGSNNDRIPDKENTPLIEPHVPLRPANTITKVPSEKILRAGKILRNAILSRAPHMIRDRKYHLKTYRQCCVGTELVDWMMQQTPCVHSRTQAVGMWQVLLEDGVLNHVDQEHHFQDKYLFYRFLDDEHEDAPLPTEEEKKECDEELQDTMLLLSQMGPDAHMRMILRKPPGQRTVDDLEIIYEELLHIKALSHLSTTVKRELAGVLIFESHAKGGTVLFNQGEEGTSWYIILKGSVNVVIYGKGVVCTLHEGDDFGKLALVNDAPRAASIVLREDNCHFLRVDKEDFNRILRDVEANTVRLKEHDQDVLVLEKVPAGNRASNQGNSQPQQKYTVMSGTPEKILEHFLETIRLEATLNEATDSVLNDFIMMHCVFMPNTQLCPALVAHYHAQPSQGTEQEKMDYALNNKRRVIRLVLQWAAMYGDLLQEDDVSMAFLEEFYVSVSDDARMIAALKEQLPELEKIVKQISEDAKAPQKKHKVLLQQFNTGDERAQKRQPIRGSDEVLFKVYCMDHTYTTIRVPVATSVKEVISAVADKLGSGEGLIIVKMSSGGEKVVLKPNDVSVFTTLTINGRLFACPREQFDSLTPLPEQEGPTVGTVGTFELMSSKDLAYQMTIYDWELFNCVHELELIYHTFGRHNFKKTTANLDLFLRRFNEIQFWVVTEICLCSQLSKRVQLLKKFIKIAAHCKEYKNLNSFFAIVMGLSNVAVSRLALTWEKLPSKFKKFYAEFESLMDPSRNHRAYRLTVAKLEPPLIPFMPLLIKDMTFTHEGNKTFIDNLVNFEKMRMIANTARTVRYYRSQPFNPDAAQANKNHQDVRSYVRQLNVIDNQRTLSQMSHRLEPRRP
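qHTS, titration series. 100 nM EPAC2 / 250 nM Rap1B-BODIPY-GDP / 50 uM GDP; RT; ex 480/em 540 nm, 5-min reads to 30 min. Norm. to 6.5 mM cAMP = activation.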
MmCpn inh – M. maripaludis TRiC chaperonin inhibition. purified Mm-Cpn ATPase, ADP Transcreener TR-FRET. Potency, µM (top dose mostly 76.9 µM), for the others: at the highest dose activity, negative = inhibition, hits mostly inhibitors. 0.031% of 330,000 active. AID 504842; note: potency is the fitted concentration of half-maximal effect; % is set by controls: 0 for no effect and ±100 for the full control effect; nearly all actives have a fitted effect of over 80% in size
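Reaction buffer contained 30 mM Tris pH 7.4, 100 mM KCl, 5 mM MgCl2 and 1 mM DTT. Mm-CPN (25 nM final) hydrolysed 10 uM ATP over 30 min at 37°C; ADP was read by HTRF.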
Nrf2 ARE act – Nrf2 pathway activation | AREc32 ARE-luciferase reporter (MCF7-derived line), luminescence, 24 h | Potency, µM (series often up to 46.1 µM), for the others: at the top dose activation, hits mostly activators | 0.31% of 410,000 active | AID 624171; note: potency is the fitted concentration of half-maximal effect; % of control where 0% means no effect; nearly all actives have a fitted effect of over 65% in size
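Nrf2 activation is followed as ARE-luciferase induction in the AREc32 line after one day of compound treatment; luminescence is read with Steady-Glo.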
Nrf2 block – blocks Nrf2 signaling; A549 ARE-Fluc reporter, luciferase luminescence, 18-24 h; Potency, µM (doses to about 46 µM), without a hit: at the highest dose activity change, negative = inhibition, usual class: inhibitors; 2.1% of 360,000 active; note: potency is the fitted concentration of half-maximal effect; % is set by controls: 0 for no effect and ±100 for the full control effect; nearly all actives have a fitted effect of over 60% in size
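A549 ARE_Fluc cells (5000/well, 5% FBS OPTI-MEM) pre-incubated 2 h, then treated with compounds 18-24 h at 37C/5% CO2 in concentration-response. CellTiter-Fluor viability read first; BugLite luciferase luminescence after 15 min at room temperature gives Nrf2 activity.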
Akt phos inh – blocks phosphorylation of Akt | Neuro2A IGF-stimulated pAkt S473 HTRF, 20 min; active compounds read low | activity change, % for hits at 50 µM | 0.32% of 360,000 active | AID 651550; in the data active = activity change below about -80%; inconclusive = mostly about -51% to -80%; note: % is set by controls: 0 for no effect and ±100 for the full control effect
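Single-point screen (50 µM final compound) in Neuro2A cells stimulated 20 min with 6 nM IGF at 37 deg C. After lysis, Ser473-phosphorylated Akt read by HTRF (ex 330 nm, em 615/665 nm) as the 665/615 ratio.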
TGFb SMAD3 inh – inhibitors of TGF-b signaling | 1.2% of 410,000 active | AID 588855 | Potency, µM (doses to about 46.1 µM), for inactives: at the highest dose activity, negative = inhibition, usual class: inhibitors | HepG2 CAGA-GFP TGF-b/SMAD3 reporter, GFP fluorescence, 18 h; TGF-beta stimulated, 500 pg/mL final; note: potency is the fitted concentration of half-maximal effect; % is set by controls: 0 for no effect and ±100 for the full control effect; nearly all actives have a fitted effect of over 65% in size
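Cell-based qHTS in HEPG2 carrying a CAGA-GFP Smad reporter; compounds added before 500 pg/mL final TGF-beta, 18 h incubation at 37 degrees C, GFP fluorescence quantified per cell by imaging cytometry.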
EPAC2 antag – blocks human EPAC2 exchange factor; 0.18% of 360,000 active; EPAC2 GEF exchange of Rap1B-BODIPY-GDP, fluorescence; Potency, µM (doses to about 114 µM), for inactives: at the highest dose activity, negative = inhibition, actives largely listed as inhibitors; AID 720708; Q8WZA2; note: potency is the fitted concentration of half-maximal effect; % is set by controls: 0 for no effect and ±100 for the full control effect; nearly all actives have a fitted effect of over 45% in size; many of its hits are not listed in these tables
A549 tox – A549 cytotoxicity, counter-screen for Nrf2 inhibitors; AID 504648; 0.16% of 390,000 active; A549 ARE-Fluc cells, CellTiter-Fluor viability, 18-24 h; Potency, µM (doses to about 46 µM), for inactives: at the top dose activity change, negative = cytotoxicity, most hits filed as inhibitors; note: potency is the fitted concentration of half-maximal effect; % is set by controls: 0 for no effect and ±100 for the full control effect
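Cytotoxicity counterscreen: CellTiter-Fluor fluorescence was measured in A549 ARE_Fluc cells after 18-24 h of compound exposure in a concentration series. The subsequent BugLite luminescent read reports ARE-luciferase activity.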
Active calls of the source: *. Unless noted, calls come from the whole dose curve; as a rule, active = well fitted curve in the direction sought with a large enough effect; inconclusive = small, poorly fitted or top-dose-only effect, or another doubt; inactive = no such curve, though single readings can be large; an effect the other way counts as inactive or inconclusive. This is a subset; rates above refer to the full screens.

Screening CC1=Nc2ccccc2N=C(NC(=O)CSC(=S)N2CCCCC2)C1c1ccccc1 (stereo not given) returned CCT chaperon mod -1.8, EPAC2 ag 15.2%, MmCpn inh 1.8%, Nrf2 ARE act 3.7%, Nrf2 block inconclusive, Akt phos inh inactive, TGFb SMAD3 inh 0.2%, EPAC2 antag -13.4% and A549 tox 7.2%.
For Cc1cccc(N2CCN(C(=O)CCc3nnc4n(CC(C)C)c(=O)c5ccccc5n34)CC2)c1C the results were Nrf2 ARE act 0.2%, Nrf2 block 10.2%, TGFb SMAD3 inh -8.0% and A549 tox 2.3%.
Screening COC(=O)c1c(NC(=O)C(C)Oc2ccc(Cl)c(C)c2)sc(C)c1C (stereo not given) returned Nrf2 ARE act 0.5%, Nrf2 block 10.5%, TGFb SMAD3 inh 8.2% and A549 tox 2.4%.
For O=C1c2ccccc2N[C@@H]2C=CC[C@@H]2N1O the results were CCT chaperon mod -1.7, EPAC2 ag 10.8%, MmCpn inh 1.3%, Nrf2 ARE act -0.1%, Nrf2 block 3.5%, Akt phos inh inactive, TGFb SMAD3 inh -2.1%, EPAC2 antag -5.8% and A549 tox 4.3%.
For CC(=O)c1c(C)nc2ccc([N+](=O)[O-])cc2c1-c1ccccc1 the results were CCT chaperon mod 0.4, EPAC2 ag 1.7%, MmCpn inh 3.6%, Nrf2 ARE act 2.5%, Nrf2 block -3.9%, Akt phos inh inactive, TGFb SMAD3 inh 0.0%, EPAC2 antag -5.2% and A549 tox 2.8%.
For O=C(NCC1OCCCN1S(=O)(=O)c1ccc(F)cc1)C(=O)NC1CCCC1 (stereo not given) the results were CCT chaperon mod -2.2, EPAC2 ag 18.3%, MmCpn inh -2.1%, Nrf2 ARE act 0.0%, Nrf2 block -0.2%, Akt phos inh inactive, TGFb SMAD3 inh 8.3%, EPAC2 antag -1.4% and A549 tox 9.7%.
Screening CC(=O)c1ccc(NC(=O)CCCc2nc(-c3cccc(C)c3)no2)cc1 returned Nrf2 ARE act 0.1%, Nrf2 block -10.0%, TGFb SMAD3 inh -34.8% and A549 tox -1.3%.
`COc1ccccc1CNC(=O)c1n[nH]c2ccccc12` gave CCT chaperon mod -2.2, EPAC2 ag -0.9%, MmCpn inh -1.6%, Nrf2 ARE act 0.3%, Nrf2 block 0.7%, Akt phos inh inactive, TGFb SMAD3 inh 9.9%, EPAC2 antag -1.9% and A549 tox 5.1%.
Screening O=C(COC(=O)[C@@H]1CC(O)CN1S(=O)(=O)c1ccccc1[N+](=O)[O-])Nc1ccc2ccccc2c1 (stereo not given in full) returned CCT chaperon mod -0.6, EPAC2 ag 6.5%, MmCpn inh -1.3%, Nrf2 ARE act 4.2%, Nrf2 block 13.7%, Akt phos inh inactive, TGFb SMAD3 inh 6.2%, EPAC2 antag -16.5% and A549 tox -0.9%.
Cc1cc(C(=O)NCCc2ccc(S(N)(=O)=O)cc2)c(C)o1 was read as CCT chaperon mod -4.1, EPAC2 ag 19.4%, MmCpn inh -0.5%, Nrf2 ARE act 0.0%, Nrf2 block 0.9%, Akt phos inh inactive, TGFb SMAD3 inh -25.4%, EPAC2 antag 0.3% and A549 tox 1.8%.
COc1cc2c(cc1OC)CN(c1ncccc1[N+](=O)[O-])CC2 was read as CCT chaperon mod -2.0, EPAC2 ag 15.3%, MmCpn inh 1.9%, Nrf2 ARE act 2.1%, Nrf2 block inconclusive, Akt phos inh inactive, TGFb SMAD3 inh 0.0%, EPAC2 antag -19.9% and A549 tox 0.2%.
O=[N+]([O-])c1ccc(CN2CC(N3CCC(Cc4ccccc4)CC3)CS2(=O)=O)cc1 (stereo not given) was read as CCT chaperon mod -0.2, EPAC2 ag 4.4%, Nrf2 ARE act -0.5%, Akt phos inh inactive, TGFb SMAD3 inh inconclusive and EPAC2 antag -2.3%.
For NC(=Nc1ccc(Cl)cc1)c1ccccc1 the results were CCT chaperon mod -4.9, EPAC2 ag 5.6%, MmCpn inh 0.2%, Nrf2 ARE act 2.0%, Nrf2 block 4.2%, Akt phos inh inactive, TGFb SMAD3 inh inconclusive, EPAC2 antag 2.6% and A549 tox 3.4%.
Screening CCCC(=O)N1CCC1(C)C(=O)NS(=O)(=O)c1cccc(Cl)c1 (stereo not given) returned CCT chaperon mod 0.0, EPAC2 ag 5.1%, Nrf2 ARE act 0.1%, Akt phos inh inactive, TGFb SMAD3 inh 2.8% and EPAC2 antag 5.4%.
For COc1ccc(CCN2C(=O)N(c3ccc(F)cc3)C(=O)C2CC(=O)Nc2ccccc2)cc1 (stereo not given) the results were Nrf2 ARE act 4.3%, Nrf2 block -0.6%, TGFb SMAD3 inh inconclusive and A549 tox -7.2%.
N#Cc1cc(C(=O)Cc2ccccc2)c[nH]1 was read as CCT chaperon mod 0.3, EPAC2 ag 6.1%, MmCpn inh -0.8%, Nrf2 ARE act 0.1%, Nrf2 block -7.4%, Akt phos inh inactive, TGFb SMAD3 inh 1.4%, EPAC2 antag -7.0% and A549 tox 1.1%.
For C=CCNC(=O)c1ccc2nc(-c3ccccc3)c(-c3ccccc3)nc2c1 the results were CCT chaperon mod -1.0, EPAC2 ag -2.1%, MmCpn inh -0.5%, Nrf2 ARE act 0.2%, Nrf2 block -8.4%, Akt phos inh inactive, TGFb SMAD3 inh -23.5%, EPAC2 antag -3.7% and A549 tox -6.9%.
Screening CC(C)n1nc(C(=O)NCCc2ccc(S(N)(=O)=O)cc2)c2ccccc2c1=O returned CCT chaperon mod -4.3, EPAC2 ag -2.2%, MmCpn inh 1.4%, Nrf2 ARE act -0.3%, Akt phos inh inactive, TGFb SMAD3 inh 5.2%, EPAC2 antag -0.5% and A549 tox -11.3%.
`O=c1cc(-c2ccco2)oc2ccc(Cl)cc12` gave CCT chaperon mod 1.2, EPAC2 ag 0.9%, MmCpn inh 1.7%, Nrf2 ARE act 7.2%, Nrf2 block 8.9%, Akt phos inh inactive, TGFb SMAD3 inh 6.9%, EPAC2 antag 6.0% and A549 tox -8.1%.
COC(=O)CN(c1ccccc1C)S(C)(=O)=O was read as CCT chaperon mod -1.0, EPAC2 ag 1.2%, MmCpn inh -2.0%, Nrf2 ARE act 0.4%, Nrf2 block 6.8%, Akt phos inh inactive, TGFb SMAD3 inh 3.3%, EPAC2 antag 6.1% and A549 tox 16.2%.
For CC(C)NC(=S)Nc1ccc2[nH]c(=O)[nH]c2c1 the results were CCT chaperon mod -3.7, EPAC2 ag 15.0%, MmCpn inh -0.9%, Nrf2 ARE act 0.2%, Nrf2 block -4.2%, Akt phos inh inactive, TGFb SMAD3 inh -19.2%, EPAC2 antag 1.5% and A549 tox -12.0%.
CC(C)(C)c1ccc(/C=N/n2cnnc2)cc1 was read as CCT chaperon mod -1.7, EPAC2 ag 2.4%, MmCpn inh -2.0%, Nrf2 ARE act -0.2%, Nrf2 block -0.6%, Akt phos inh inactive, TGFb SMAD3 inh -2.3%, EPAC2 antag 6.8% and A549 tox 0.1%.
`O=C(Cc1c(C(=O)O)[nH]c2ccccc12)NC1CCCC1` gave CCT chaperon mod -27.2, EPAC2 ag 5.8%, MmCpn inh 0.3%, Nrf2 ARE act 0.1%, Nrf2 block inconclusive, Akt phos inh inactive, TGFb SMAD3 inh -0.6%, EPAC2 antag -12.9% and A549 tox -7.6%.
`COc1cccc(NC(=O)NCc2c(-c3ccccc3)noc2C)c1` gave CCT chaperon mod 0.8, EPAC2 ag 11.1%, MmCpn inh 2.5%, Nrf2 ARE act -1.1%, Nrf2 block -13.7%, Akt phos inh inactive, TGFb SMAD3 inh 16.9%, EPAC2 antag -7.1% and A549 tox 0.9%.
`COc1ccccc1NC(=O)c1oc2ccccc2c1NC(=O)Cc1cccs1` gave Nrf2 ARE act 4.2%, Nrf2 block inconclusive, TGFb SMAD3 inh -0.1% and A549 tox -1.4%.
CCOc1cc(C(=O)Nc2ccc3nc(Nc4cccc(Cl)c4)cc(C)c3c2)cc(OCC)c1OCC was read as Nrf2 ARE act -1.0%, Nrf2 block -5.1%, TGFb SMAD3 inh -7.9% and A549 tox -18.0%.
`CCOc1ccc(NC(=O)c2cnn3c(C(F)F)cc(-c4ccc(C)cc4)nc23)cc1` gave Nrf2 ARE act -0.3%, Nrf2 block 9.9%, TGFb SMAD3 inh -2.3% and A549 tox 5.5%.
O=C(CCc1nc2ccccc2c(=O)[nH]1)OCc1ccccc1F was read as CCT chaperon mod 2.0, EPAC2 ag -11.7%, MmCpn inh -1.1%, Nrf2 ARE act -0.1%, Nrf2 block -5.1%, Akt phos inh inactive, TGFb SMAD3 inh 15.1%, EPAC2 antag 16.3% and A549 tox -0.7%.
Screening NS(=O)(=O)c1ccc(NC(=O)C2COc3ccccc3O2)cc1 (stereo not given) returned CCT chaperon mod -2.2, EPAC2 ag 0.7%, MmCpn inh -1.2%, Nrf2 ARE act -0.5%, Nrf2 block 6.2%, Akt phos inh inactive, TGFb SMAD3 inh -7.5%, EPAC2 antag 7.4% and A549 tox -6.9%.
COc1cccc(C2NC(=O)NC(O)(C(F)(F)F)C2C(=O)c2cccnc2)c1OC (stereo not given) was read as CCT chaperon mod 1.1, EPAC2 ag 0.2%, MmCpn inh -1.9%, Nrf2 ARE act -0.7%, Nrf2 block 1.1%, Akt phos inh inactive, TGFb SMAD3 inh inconclusive, EPAC2 antag -2.4% and A549 tox -10.1%.
For O=c1c(NCCc2ccc(Cl)cc2)nccn1-c1ccccc1 the results were Nrf2 ARE act 11.4%, Nrf2 block -10.6%, TGFb SMAD3 inh -30.3% and A549 tox -7.9%.
